# Pin1 inh: qHTS Assay to Find Inhibitors of Pin1 | Peptidyl-prolyl cis-trans isomerase NIMA-interacting 1 (Homo sapiens), Q13526 | Potency, µM (series often up to 115 µM), for the others: top-dose activity, negative = inhibition, usual class: inhibitors | 390,000 compounds, 0.009% hits | AID 504891, 2011 | Pin1 FP peptide displacement, HiFluor488, 10 min; active = well fitted inhibition curve with a large enough effect in the polarisation, with a control signal flat, not every such curve was filed as active; inconclusive = small, poorly fitted or top-dose-only effect, or effect the other way, or a change in a side signal; inactive = no such curve, though single readings can be large or run the other way; the % refers to the polarisation; note: potency is the fitted concentration of half-maximal effect; % is set by controls: 0 for no effect and ±100 for the full control effect
# GLS inhibitor: qHTS for Inhibitors of Glutaminase (GLS). Glutaminase kidney isoform, mitochondrial (Homo sapiens), O94925. GLS enzymatic activity, qHTS titration. Potency, µM (top dose mostly 45.5 µM), without a hit: at the top dose activity change, negative = inhibition, actives largely listed as inhibitors. 410,000 compounds, 0.21% hits; note: potency is the fitted concentration of half-maximal effect; % is set by controls: 0 for no effect and ±100 for the full control effect
#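 Glutamate formation by hKGA was monitored fluorometrically using coupled glutamate oxidase, HRP and Amplex Red. Substrate was added as 1 mM L-glutamine solution; incubation was 30 min at RT after an initial read.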
# USP1 inh: Inhibitors of USP1/UAF1: Primary Screen. Potency, µM (series often up to 57.1 µM), for inactives: at the highest dose activity change, negative = inhibition, actives largely listed as inhibitors. 390,000 compounds, 0.23% hits. recombinant USP1/UAF1, Ub-Rhodamine cleavage fluorescence. Ubiquitin carboxyl-terminal hydrolase 1 (Homo sapiens), O94782; note: potency is the fitted concentration of half-maximal effect; % is set by controls: 0 for no effect and ±100 for the full control effect; nearly all actives have a fitted effect of over 60% in size; inactives centre near -12
# Target sequence (O94782 whole entry, looked up): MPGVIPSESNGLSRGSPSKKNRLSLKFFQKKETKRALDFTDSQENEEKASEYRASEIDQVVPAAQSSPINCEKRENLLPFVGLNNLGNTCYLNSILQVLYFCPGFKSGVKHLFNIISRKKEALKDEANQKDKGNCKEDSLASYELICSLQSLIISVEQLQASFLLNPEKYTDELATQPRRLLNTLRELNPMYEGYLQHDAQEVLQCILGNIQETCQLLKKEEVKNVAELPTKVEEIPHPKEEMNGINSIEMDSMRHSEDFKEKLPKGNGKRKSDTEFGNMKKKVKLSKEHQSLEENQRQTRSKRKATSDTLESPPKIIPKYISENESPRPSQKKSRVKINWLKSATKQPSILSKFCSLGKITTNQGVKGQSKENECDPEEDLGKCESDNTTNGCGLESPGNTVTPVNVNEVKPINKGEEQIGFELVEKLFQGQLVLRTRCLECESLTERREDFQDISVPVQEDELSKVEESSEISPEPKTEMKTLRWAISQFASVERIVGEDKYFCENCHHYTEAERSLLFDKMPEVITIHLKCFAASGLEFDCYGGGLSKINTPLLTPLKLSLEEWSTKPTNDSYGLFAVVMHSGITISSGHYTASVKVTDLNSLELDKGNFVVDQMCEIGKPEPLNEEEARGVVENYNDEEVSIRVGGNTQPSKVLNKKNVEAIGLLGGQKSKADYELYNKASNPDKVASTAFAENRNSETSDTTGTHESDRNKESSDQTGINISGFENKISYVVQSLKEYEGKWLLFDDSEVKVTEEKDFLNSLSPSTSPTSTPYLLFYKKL
#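 USP1/UAF1 complex (1 nM) preincubated 15 min at room temperature with compound, then Ub-Rho substrate (150 nM final) added. Kinetic fluorescence at 480/540 nm over 6 reads at 60 s intervals; 50 mM HEPES pH 7.8, 0.5 mM EDTA, 0.1 mg/ml BSA, 1 mM TCEP, 0.01% Tween-20.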
# IDH1 R132H inh: qHTS for Inhibitors of mutant isocitrate dehydrogenase 1 (IDH1): qHTS; AID 602179, 2012; Potency, µM (series often up to 76.6 µM), without a hit: at the highest dose activity change, negative = inhibition, hits mostly inhibitors; 390,000 compounds, 0.093% hits; IDH1-R132H enzyme, NADPH consumption, diaphorase/resazurin fluorescence; note: potency is the fitted concentration of half-maximal effect; % is set by controls: 0 for no effect and ±100 for the full control effect; nearly all actives have a fitted effect of over 65% in size
#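 IDH1-R132H (0.5 ug/mL) preincubated 30 min with compound, then NADPH (0.016 mM) and alpha-KG (2 mM) added; 80 min at RT, pH 7.5. Remaining NADPH coupled via diaphorase/resazurin to fluorescence (540/590 nm); concentration-response curves normalized to no-enzyme control.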
# PGK inhibitor: qHTS Assay to Find Inhibitors of Phosphoglycerate Kinase. Phosphoglycerate kinase, glycosomal (Trypanosoma brucei brucei), P07378. PGK/GAPDH coupled, Kinase-Glo luminescence, 60 min. Potency, µM (top dose mostly 57.5 µM), inactives show at the top dose activity change, negative = inhibition, usual class: inhibitors. 380,000 compounds, 0.043% hits; note: potency is the fitted concentration of half-maximal effect; % is set by controls: 0 for no effect and ±100 for the full control effect; nearly all actives have a fitted effect of over 60% in size
#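 Luminescent ATP detection (Kinase-Glo Plus) follows a 60-minute room-temperature incubation, with wells lacking PGK as controls. Buffer: 100 mM TEA (pH 7.6), 5 mM MgCl2, 0.01% Tween-20. Coupling enzyme GAPDH (100 nM final) supplies unstable 1,3-BPG in-well.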
# PI4K2A block: qHTS for small molecular inhibitors of PI4K2A; 420,000 compounds, 0.13% hits; AID 1346378, 2018; Phosphatidylinositol 4-kinase type 2-alpha (Homo sapiens), Q9BTU6; purified PI4K2A, ADP-Glo luminescence, 1 h; active compounds read low; activity change, negative = inhibition, % at 76.9 µM; in the data active = activity change below about -50%; inconclusive = mostly about -30% to -49%;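 note: -100% = wells without enzyme as full effect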
#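 ADP-Glo luminescence measured ADP generated by PI4K2A enzyme (4 ug/mL before mixing) with 1.2 mM PI substrate (pre-mix) and 300 microM ATP (pre-mix). Tris pH7.5 buffer with MgCl2, Triton X-100; 1 h reaction at ambient temperature.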
# TrxR1 substrate: qHTS Assay for Substrates of Mammalian Selenoprotein Thioredoxin Reductase 1 (TrxR1): qHTS; Thioredoxin reductase 1, cytoplasmic (Rattus norvegicus), O89049; purified TrxR1 substrate turnover, NADPH consumption readout; Potency, µM (series often up to 114 µM), inactives show at the top dose activity change, negative = substrate turnover; 390,000 compounds, 0.01% hits; note: potency is the fitted concentration of half-maximal effect; % is set by controls: 0 for no effect and ±100 for the full control effect; nearly all actives have a fitted effect of over 50% in size
#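 Rat TrxR1, dispensed at 90 nM, was prereduced with 400 uM NADPH (final) for 5 min at ~22 deg C, then incubated with compound 15 min before 400 uM selenite. A first-read NADPH fluorescence drop versus no-compound background flagged substrates.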
# HP1b binding inh: HTS for Inhibitors of HP1-beta Chromodomain Interactions with Methylated Histone Tails; Chromobox protein homolog 1 (Homo sapiens), P83916; AlphaScreen HP1-beta / biotin-H3K9me3 peptide binding; Potency, µM (highest dose often 114 µM), for the others: top-dose activity change, negative = inhibition, actives largely listed as inhibitors; 390,000 compounds, 0.56% hits; AID 540317, 2011; note: potency is the fitted concentration of half-maximal effect; nearly all actives have a fitted effect of over 70% in size; inactives centre near 23
# Target sequence (P83916 whole entry, looked up): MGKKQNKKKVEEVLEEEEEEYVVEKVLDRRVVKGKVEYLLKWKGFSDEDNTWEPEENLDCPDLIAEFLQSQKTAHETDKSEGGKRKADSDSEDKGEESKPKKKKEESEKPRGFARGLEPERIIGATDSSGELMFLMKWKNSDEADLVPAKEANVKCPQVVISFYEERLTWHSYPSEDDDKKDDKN
#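 HP1-beta protein (50 nM final) preincubated 30 min at room temperature with biotinylated H3(1-18)K9me3 peptide (50 nM) in PBS pH 7.4, 0.01% Tween-20, then compound added for 30 min. AlphaScreen streptavidin donor/nickel chelate acceptor beads (10 ug/mL final), 30 min dark, luminescence read.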
# rTrxR1 inhibitor: qHTS Assay for Inhibitors of Mammalian Selenoprotein Thioredoxin Reductase 1 (TrxR1): qHTS. 390,000 compounds, 1% hits. Thioredoxin reductase 1, cytoplasmic (Rattus norvegicus), O89049. Potency, µM (titrated, usually from 114 µM), inactives show top-dose activity change, negative = inhibition, most hits filed as inhibitors. recombinant rTrxR1, NADPH fluorescence consumption, selenite substrate; note: potency is the fitted concentration of half-maximal effect; % is set by controls: 0 for no effect and ±100 for the full control effect; nearly all actives have a fitted effect of over 65% in size
#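 Rat TrxR1 (90 nM in the dispensed reagent) was pre-reduced with 400 uM NADPH for 5 min at room temperature, then incubated with compound for 15 min. After 400 uM selenite was added, NADPH fluorescence (Ex 340/Em 450 nm) was followed for 8 min.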
# Active calls of the source: *; i = inactive; ? = inconclusive; . = not tested or not shown; [ ] = another dose, or the depositor's remark. Unless noted, calls come from the whole dose curve; as a rule, active = well fitted curve in the direction sought with a large enough effect; inconclusive = small, poorly fitted or top-dose-only effect, or another doubt; inactive = no such curve, though single readings can be large; an effect the other way counts as inactive or inconclusive.
# The line under a structure holds: Pin1 inh, GLS inhibitor, USP1 inh, IDH1 R132H inh, PGK inhibitor, PI4K2A block, TrxR1 substrate, HP1b binding inh, rTrxR1 inhibitor
- Cc1ccc(CS(=O)(=O)CCC(=O)NCc2ccccn2)cc1
 : 2%, 4%, -8%, 2%, i, 12, -1%, 54%[activator], -11%
- CN(C)c1ccc(CN(Cc2ccco2)C(=O)c2ccc(F)cc2)cc1
 : -10%, 9%, -24%, ., ., 3, -7%, ?, -2%
- C/C=C(\C)CN1CCc2cc(OC)c(OC)cc2C1
 : 2%, 8%, -11%, -3%, 1%, 6, 2%[57.1 µM], 11%, -21%[57.1 µM]
- CCOc1ccccc1N(C)C(=O)C1CCN(S(=O)(=O)c2cccc3nonc23)CC1
 : 4%, -5%, -4%, 13%, -3%, 1, -4%[57.1 µM], 4%, 0%[57.1 µM]
- O=C(COC(=O)c1cccc(-n2cnnn2)c1)c1ccc(F)cc1
 : -4%, 0%, -13%, 9%, i, 0, -7%, 34%, -3%
- Cc1ccccc1NC(=O)c1cccc(N2C(=O)C3CCC(C)CC3C2=O)c1 (centres undefined)
 : 0%, -16%, -22%, -7%, i, -3, -3%, 25%, 9%
- COc1ccc2c(c1)-c1nc(NC(=O)c3cc(OC)c(OC)c(OC)c3)sc1CC2
 : 1%, 16%, -22%, 4%, -11%, 0, 16%, 27%, 29%
- COc1ccc(-c2csc(NC(=O)CSc3nc4ccccc4c(=O)[nH]3)n2)cc1
 : 109%[activator], ?, -26%, 2%, i, -8, 9%, -9%, 34%
- CCN(CC(=O)Nc1c(F)cccc1F)C(=O)C1CC1
 : -8%, -7%, -14%, 6%, -8%, 4, 1%, 32%, 2%
- O=C(c1cccc(Cl)c1)N1CCN(S(=O)(=O)c2ccc(Cl)s2)CC1
 : 0%, 1%, -27%, 0%, 3%, 0, 3%, 56%[activator], 28%
- O=[N+]([O-])c1cccc(S(=O)(=O)[N-]c2nc3ccccc3nc2-n2cc[n+](Cc3ccccc3)c2)c1
 : 2%, -1%, -19%, -6%, -6%, 0, -1%[57.1 µM], 31%, -14%[57.1 µM]
- FC(F)(F)c1ccc(Cl)c(-n2c(-c3cc(C4CC4)[nH]n3)n[nH]c2=S)c1
 : 4%, 14%, -10%, 13%, i, 0, 5%, 13%, -18%[57.1 µM]
- COc1ccccc1CCC(=O)Nc1nccs1
 : 7%, -1%, -5%, 5%, -10%, -10, 4%[57.1 µM], 10%, 14%
- Cn1c(SCc2cccc(Br)c2)nc2c1c(=O)[nH]c(=O)n2C
 : 0%, -3%, -20%, 3%, 5%, 2, 2%, 39%[activator], 25%
- Cn1cnnc1Sc1ccc(C(=O)NCCC23CC4CC(CC(C4)C2)C3)cc1[N+](=O)[O-]
 : 0%, -5%, -20%, 4%, -1%, -2, -1%, ?, 4%
- CCCSc1nc2ccsc2c(=O)n1CC
 : -6%, -3%, -23%, 3%, -2%, 1, 4%, 79%[activator], 21%
- Cc1ccc([N+](=O)[O-])c(NC(=O)COC(=O)CCNS(=O)(=O)c2cccs2)c1C
 : ., 0%, -24%, -2%, -8%, -5, ., ., .
- O=C(CSCC(=O)N1CCCCC1)OCC(=O)c1c[nH]c2ccccc12
 : 1%, 0%, 1%, -2%, 0%, -3, -3%, 23%, 5%
- CC(=O)NCCc1ccc(S(=O)(=O)Nc2ccc(C)c(S(=O)(=O)N3CCOCC3)c2)cc1
 : 0%, 3%, -10%, -7%, i, 1, 9%, 4%, 20%
- Cc1ccc(S(=O)(=O)NC2CC(C)(C)NC(C)(C)C2)cc1
 : -2%, 3%, -15%, 5%, 6%, -3, 9%[57.1 µM], 42%[activator], 28%[57.1 µM]

# Filtered by structure, the compounds so far with a Cl atom (2)
# The line under a structure holds: Pin1 inh, GLS inhibitor, USP1 inh, IDH1 R132H inh, PGK inhibitor, PI4K2A block, TrxR1 substrate, HP1b binding inh, rTrxR1 inhibitor
- O=C(c1cccc(Cl)c1)N1CCN(S(=O)(=O)c2ccc(Cl)s2)CC1
 : 0%, 1%, -27%, 0%, 3%, 0, 3%, 56%[activator], 28%
- FC(F)(F)c1ccc(Cl)c(-n2c(-c3cc(C4CC4)[nH]n3)n[nH]c2=S)c1
 : 4%, 14%, -10%, 13%, i, 0, 5%, 13%, -18%[57.1 µM]

# (list continues)
# The line under a structure holds: Pin1 inh, GLS inhibitor, USP1 inh, IDH1 R132H inh, PGK inhibitor, PI4K2A block, TrxR1 substrate, HP1b binding inh, rTrxR1 inhibitor
- COc1ccc(CNC(=O)C[C@H]2C[C@H](C(=O)N3CCCCC3)[C@@]3(C)c4[nH]c5cc(CCC(=O)N(C)C)ccc5c4CCN3C2=O)cc1OC
 : 0%, -4%, -24%, 12%, i, -3, 4%, 29%, 9%
- COc1cc(NCCCn2cnc3c(OCc4ccccc4)ncnc32)cc(OC)c1OC
 : 5%, 1%, -32%, -5%, 6%, 1, 10%, 15%, 1%
- O=C1NC(=Nc2ccc(O)cc2)S/C1=C\C=C\c1ccco1
 : ?, 7%, ?, -5%, 0%, ?, 2%, -8%, 4%
- Clc1ccc(Nc2cc(-c3ccccc3)nc3ncnn23)cc1
 : 2%, -14%, ?, 5%, 10%, -1, 12%[11.4 µM], 31%, 23%[11.4 µM]
- OCCN1CCN(CC(O)COc2ccc(Cl)cc2)CC1 (centres undefined)
 : 1%, 13%, 2%, -1%, 2%, -3, -2%, 16%, -1%
- CCCCN(C(=O)c1ccc(NC2CC2)c([N+](=O)[O-])c1)c1c(N)n(CC(C)C)c(=O)[nH]c1=O
 : 14%, 6%, -7%, -8%, 3%, -1, -2%, 8%, 11%
- N#Cc1c(C(F)(F)F)cc(-c2ccccc2)n(N)c1=O
 : 1%, 3%, -8%, -7%, -2%, -3, ?, 12%, -15%
- c1ccc(N2CCN(c3nnnn3-c3ccccc3)CC2)cc1
 : -6%, 10%, -2%, 1%, i, -18, ?, 0%, -16%
- Cc1ccc2c(c1)N(C(=O)CCC(=O)NC1CCC(C)CC1)CCO2 (centres undefined)
 : -3%, -4%, -21%, 14%, i, -5, 3%[57.1 µM], 47%[activator], 11%[57.1 µM]
- COc1ccc(OC)c2sc(NC(=O)c3ccc(Cl)s3)nc12
 : 11%, -4%, -21%, 10%, -1%, -4, 9%[57.1 µM], 38%, 38%
- COC(=O)c1c(-c2cccc(C)c2)csc1N
 : 1%, -5%, -17%, 4%, 1%, 0, 1%, ?, 7%
- COCC(=O)N1CCC(Oc2ccc(C(=O)N(C)C3CCCCC3)cc2)CC1
 : 3%, -5%, -4%, 5%, -3%, -6, 7%, 4%, 29%
- CCN1C(=N)N(c2ccccc2)C(=O)C(CC)(CC)C1=O
 : -6%, 2%, -13%, -9%, 8%, 1, 6%[57.1 µM], 24%[57 µM], 0%[2.29 µM]
- COc1ccc2c(CNC3CCC(C)CC3)c(C(=O)O)n(Cc3ccc(F)cc3)c2c1 (centres undefined)
 : -6%, 9%, -26%, 0%, 8%, 5, 5%, 25%, 9%
- CCCCc1c(C)nc2ccc(Br)cc2c1SC(N)N
 : -7%, -13%, -16%, -5%, -2%, -3, -6%, 21%, -10%
- CCC(=O)Nc1ccc(C)cc1-c1nc2ccccc2n(CC(=O)c2ccc(C)cc2)c1=O
 : 8%, -16%, -12%, 11%, -11%, 2, -6%, 42%[activator], 8%
- COc1ccc(C2CC(=O)c3cnn(-c4nc(C)cc(C)n4)c3C2)cc1 (centres undefined)
 : -5%, -1%, -7%, -4%, i, 1, -4%, 21%, 26%
- Cc1ccc(O)c(-c2cc(-c3ccc(F)cc3)no2)c1
 : 0%, -3%, -16%, -5%, 1%, -4, -8%, 36%, 18%
- Cc1c(NC(=O)c2ccc(F)cc2)c(=O)n(-c2ccccc2)n1C
 : -4%, -18%, -23%, -15%, -8%, 4, 7%, 20%, 19%
- CC1=NC(C(F)(F)F)(C(F)(F)F)C(C#N)=C(C)N1
 : 5%, 13%, ?, 10%, -10%, -1, 5%, 12%, 10%
- CS(=O)(=O)Cc1cccc(C(=O)NC2CCSc3ccccc32)c1 (centres undefined)
 : 3%, -5%, -13%, 6%, -7%, 2, 7%, 14%, 4%

# Assay outcomes deposited in PubChem by National Center for Advancing Translational Sciences (NCATS).

# The list is partial; the hit share may differ from the screen's.
